Compound activity from PubChem.
A549 tox: counter-screen for Nrf2 inhibitors: cytotoxicity in A549 cells; A549 ARE-Fluc cells, CellTiter-Fluor viability, 18-24 h; Potency, µM (top dose mostly 46 µM), for the others: at the highest dose activity change, negative = cytotoxicity, hits mostly inhibitors; 390,000 compounds, 0.16% hits; also: potency is read from the fitted curve at half-maximal effect; % is scaled to controls: 0 for no effect and ±100 for the full control effect
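Cytotoxicity counterscreen: CellTiter-Fluor fluorescence was measured in A549 ARE_Fluc cells after 18-24 h of compound exposure in a concentration series. The subsequent BugLite luminescent read reports ARE-luciferase activity.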
Nrf2 activator: activators of Nrf2 (ARE) signaling | 410,000 compounds, 0.31% hits | AREc32 ARE-luciferase reporter (MCF7-derived line), luminescence, 24 h | AID 624171 | Potency, µM (series often up to 46.1 µM), without a hit: at the top dose activation, usual class: activators; also: potency is read from the fitted curve at half-maximal effect; % of control where 0% means no effect; nearly all actives have a fitted effect of over 65% in size
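Luminescent ARE reporter assay in AREc32_Fluc cells: overnight plating at 37 deg C, 24 hr compound incubation, Steady-Glo added, 30 min RT before reading.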
Nrf2 inh: blocks Nrf2 signaling | A549 ARE-Fluc reporter, luciferase luminescence, 18-24 h | Potency, µM (titrated, usually from 46 µM), inactives show at the highest dose activity change, negative = inhibition, hits mostly inhibitors | 360,000 compounds, 2.1% hits; also: potency is read from the fitted curve at half-maximal effect; % is scaled to controls: 0 for no effect and ±100 for the full control effect; nearly all actives have a fitted effect of over 60% in size
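Quantitative HTS in A549 cells stably bearing an antioxidant response element-firefly luciferase construct. Inhibition of Nrf2-driven transcription was scored by luminescence after 18-24 h of compound exposure at 37 °C.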
Akt phos inh: inhibitors of Akt phosphorylation | Neuro2A IGF-stimulated pAkt S473 HTRF, 20 min; hits give low values | activity change, % for hits at 50 µM | 360,000 compounds, 0.32% hits | AID 651550; in the data active = activity change below about -80%; inconclusive = mostly about -51% to -80%; also: % is scaled to controls: 0 for no effect and ±100 for the full control effect
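Single-point screen (50 µM final compound) in Neuro2A cells stimulated 20 min with 6 nM IGF at 37 deg C. After lysis, Ser473-phosphorylated Akt read by HTRF (ex 330 nm, em 615/665 nm) as the 665/615 ratio.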
TGFb SMAD3 inh: TGF-b pathway inhibition | 410,000 compounds, 1.2% hits | Potency, µM (highest dose often 46.1 µM), inactives show at the top dose activity, negative = inhibition, usual class: inhibitors | HepG2 CAGA-GFP TGF-b/SMAD3 reporter, GFP fluorescence, 18 h; TGF-beta stimulated, 500 pg/mL final; also: potency is read from the fitted curve at half-maximal effect; % is scaled to controls: 0 for no effect and ±100 for the full control effect; nearly all actives have a fitted effect of over 65% in size
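Smad-responsive CAGA-GFP expression was quantified in HEPG2 cells exposed to compounds and 500 pg/mL final TGF-beta for 18 h at 37 degrees C; unstimulated wells defined full inhibition.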
ATXN viability: reduces viability in counter-screen for ATXN expression inhibitors; 400,000 compounds, 0.49% hits; Potency, µM (doses to about 56.7 µM), actives largely listed as cytotoxic; AID 651635; S2 cells (HEK-293 line with an ATXN2-luciferase reporter) viability, CellTiter-Fluor protease fluorescence, 24 h; also: potency is read from the fitted curve at half-maximal effect; nearly all actives have a fitted effect of over 40% in size
Mm-Cpn inhibitor: blocks the Methanococcus maripaludis chaperonin Mm-Cpn; purified Mm-Cpn ATPase, ADP Transcreener TR-FRET; 330,000 compounds, 0.031% hits; AID 504842; Potency, µM (highest dose often 76.9 µM), for inactives: at the top dose activity, negative = inhibition, actives largely listed as inhibitors; also: potency is read from the fitted curve at half-maximal effect; % is scaled to controls: 0 for no effect and ±100 for the full control effect; nearly all actives have a fitted effect of over 80% in size
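ATPase turnover read by TR-FRET ADP competition (Eu cryptate antibody/ADP-d2, 665/590 nm): 10uM ATP final, 25nM Mm-CPN final, 30 min 37degC after 10-min compound preincubation, pH 7.4 Tris/KCl/MgCl2/DTT buffer.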
HepG2 viability: kills HepG2 cells in TGF-b inhibitor counter-screen; HepG2 CAGA-GFP viability, ATP luminescence, 18 h; Potency, µM (doses to about 46.1 µM), for the others: at the top dose activity change, negative = cytotoxicity, actives largely listed as cytotoxic; 410,000 compounds, 0.76% hits; also: potency is read from the fitted curve at half-maximal effect; some results filed as inactive show a strong effect at the top dose
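HepG2 CAGA-GFP cells (1000/well, DMEM with 1% FBS) received compound, then TGF-beta at 500 pg/mL final, and were incubated 18 hours at 37 degrees C. Viability was read by CellTiter-Glo luminescence. Media-only wells were set as complete cell-killing and DMSO as no toxicity.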
CCT chaperon mod: modulators of cytosolic chaperonin (CCT/TRiC) activity. purified chaperonin ATPase assay, HTRF ADP detection, 30 min. activity change, % (test concentration not listed), hits read low. 360,000 compounds, 0.3% hits; in the data active = activity change below about -30%; also: % is scaled to controls: 0 for no effect and ±100 for the full control effect
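Nucleotide hydrolysis assay: TRiC at 20–40 nM final (set by batch activity) with 10 uM ATP, 30 min at 37 °C, in presence of 76 uM compound. Detection by competitive ADP HTRF, 30 min ambient.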
* hit, by the source's call; i = inactive; ? = inconclusive; / = not tested or not shown; [ ] = another dose, or the depositor's remark. Unless noted, calls follow the shape of the dose curve; as a rule, active = well fitted curve in the direction sought with a large enough effect; inconclusive = small, poorly fitted or top-dose-only effect, or another doubt; inactive = no such curve, though single readings can be large; an effect the other way counts as inactive or inconclusive.

SMILES,CCT chaperon mod,Akt phos inh,HepG2 viability,TGFb SMAD3 inh,Nrf2 inh,Nrf2 activator,Mm-Cpn inhibitor,A549 tox,ATXN viability
COc1cccc(C(NC(C)=O)c2nc(-c3ccncc3)cs2)c1 (centres undefined),-0.9,i,-1%,6%,/,0.3%,/,/,i
COc1cccc(OC)c1OCC(=O)Nc1ccc(S(=O)(=O)N2CCCC2)cc1,-1.3,i,-1%,-2%,?,6.0%,-1%,-8%,?
CC1Cc2ccccc2N1C(=O)COC(=O)c1cc(Br)ccc1O (centres undefined),1.3,i,-6%,-1%,-19%,-0.3%,-29%,3%,i
O=C1CC(NNc2ccccc2)C(=O)N1c1cccc(Cl)c1 (centres undefined),0.1,i,-7%,-20%,9%,1.3%,-7%,2%,i
Cc1ccc(-c2n[nH]c(=S)n2C)cc1Cl,-0.5,i,-21%,-18%,-12%,-0.1%,-11%,0%,i
CNC(=O)C(=O)NCC1OCCN1S(=O)(=O)c1ccc([N+](=O)[O-])cc1 (centres undefined),0.7,i,4%,-13%,?,-0.4%[9.22 µM],1%,25%,i
O=C(CSc1nc2ccccc2c(=O)[nH]1)Nc1nc(-c2ccc(Br)cc2)cs1,0.7,i,-5%,-15%,?,0.1%,1%,-13%,?
Cc1noc(C(=O)NCc2ccco2)c1Cl,-1.6,i,3%,5%,4%,6.7%,-4%,0%,i
Cc1ccc(-n2c(-c3ccccc3)nnc2-c2cccs2)cc1,-1.9,i,-7%,4%,1%,-0.1%,-1%,-1%,i
CCOC(=O)c1ccc(NC(=O)c2cn(-c3ccccc3)nc2-c2ccc(C)cc2)cc1,/,/,-13%,-1%,19%,-0.6%,/,2%,i
Cc1ccc(S(=O)(=O)CCc2nnc(NC(=O)C3CCCO3)s2)cc1 (centres undefined),-2.3,i,42%,58%[activator],/,2.1%,1%,11%,i
COc1ccc(C(=O)NNc2ncnc3c2cnn3-c2ccccc2)cc1,/,/,-16%,-10%,/,-0.4%,/,0%,i
Cc1ccc(-c2nc(CS(=O)CC(=O)NCc3ccccc3Cl)c(C)o2)cc1 (centres undefined),/,/,-37%,?,1%,4.4%,/,2%,/
COc1ccc(CCN(C(=O)c2snc(C(N)=O)c2N)C(C(=O)NCC2CCCO2)c2ccc(F)cc2)cc1OC (centres undefined),1.8,i,6%,13%,-3%,0.4%,2%,-4%,i
CN1OC[C@@H]2CN(S(=O)(=O)c3cccc(C(F)(F)F)c3)[C@H](c3ccc(N4CCCCC4)cc3)C[C@@H]21,-1.1,i,-32%,-15%,/,-0.8%,/,/,i
CN(Cc1ccccc1F)c1ncnc2sccc12,-6.6,i,-2%,-10%,?,2.4%,-2%,1%,i
O=C(c1ccc2c(=O)n(Cc3ccco3)c(=S)[nH]c2c1)N1CCN(Cc2ccccc2)CC1,-2.4,i,-6%,-21%,?,5.7%,0%,5%,i
Cc1nc(N2CCOCC2)nc(N2CCCCC2)c1[N+](=O)[O-],0.1,i,-27%,31%,7%,-0.2%,1%,2%,i
COc1ccc(C2CCCN2C(=S)Nc2ccc(C)c(C)c2)cc1OC (centres undefined),2.7,i,7%,-11%,-2%,-0.5%,0%,1%,i
CC(C)c1cc(C(=O)NNC(=S)NCc2ccco2)c(O)c(C(C)C)c1,-0.9,i,-91%,?,?,3.6%,-2%,-1%,?
COc1ccc(CNc2oc(COc3ccc(Cl)cc3)nc2C#N)cc1,0.5,i,-29%,?,-25%,4.3%,0%,5%,i
COc1cccc(C(NC(C)=O)c2nc(-c3ccc(OC)nc3)cs2)c1 (centres undefined),-13,i,-10%,26%,/,3.6%,/,/,i
O=C(COC(=O)Cc1ccsc1)NCC12CC3CC(CC(C3)C1)C2,-2.2,i,-12%,19%,-3%,-0.7%,1%,-2%,i
N#Cc1c(NCCCO)nc(-c2ccco2)c2c1CCCC2,-1.1,i,-23%,2%,/,16%,-6%,11%,i
CCN(CC)CCn1c(NS(=O)(=O)c2ccc(C)cc2)nc2ccccc21,-4.4,i,-2%,-2%,0%,0.0%,0%,-7%,i
C/C(=N\NC(=S)NC(C)C)c1ccc(Cl)c([N+](=O)[O-])c1,-0.2,i,-32%,?,7%,17%,1%,8%,i
CCOC(=O)Cc1cc(-c2ccc(OC)cc2)nc2ccc3ccccc3c12,-0.4,i,-24%,-27%,19%,4.0%,-9%,15%,i
CNC(=S)Nc1cc(OC)ccc1OC,-4.3,i,9%,-3%,2%,-0.5%,2%,0%[1.84 µM],i
O=C(CCc1ccccc1)N(Cc1cccnc1)c1nc2ccc(F)cc2s1,/,/,-33%,?,/,7.4%,/,0%,/
CCOC(=O)c1cccc(NS(=O)(=O)c2ccc(-c3cnc(C4CC4)o3)cc2)c1,/,/,-22%,?,/,-0.2%,/,-3%,?
CC(=O)N1c2ccc(S(=O)(=O)N3CCCC(C(=O)NCc4ccccc4Cl)C3)cc2CC1C (centres undefined),1.2,i,-17%,?,?,-0.1%,-2%,-6%,i
CCOC(=O)c1sc(Nc2nc(C)cc(OC)n2)nc1C,-1.8,i,6%,17%,9%,3.7%,-2%,5%,i
C=CCn1c2ccccc2c2nnc(SC(CC)C(=O)Nc3nc(C)c(C(=O)OCC)s3)nc21 (centres undefined),-2.5,i,-22%,-2%,6%,-0.2%,-12%,13%,i
CCOC(=O)c1sc2ncnc(N3CCN(C)CC3)c2c1C,1.4,i,-24%,2%,?,7.1%,-2%,-12%,/
CCOC(=O)c1c(C=O)c2sc(C)cc2n1C,1.1,i,10%,-4%,-14%,2.8%,-4%,2%,?
COc1ccc2cc(C(=O)C3CCCN(C(=O)c4cnn(C(C)C)c4)C3)ccc2c1 (centres undefined),-2.3,i,-8%,-14%,-12%,2.9%,-4%,-7%,i
COc1cc(OC)c2cc(C(=O)N/N=C/c3cccc(OC)c3O)[nH]c2c1,0.2,i,-22%,?,-23%,-1.0%,0%,1%,?
Cc1cccc(NC(=O)c2cc(S(=O)(=O)NCc3ccco3)ccc2F)c1C,-1.9,i,-6%,-3%,?,3.7%,-1%,3%,i
O=C(Nc1nccs1)c1ccc(-c2ccccc2[N+](=O)[O-])o1,-0.7,i,-6%,3%,?,0.3%,2%,-2%,i
C#CCCOC(=O)N1C2=NC(C(=O)OC)=C(C(=O)OC)[C@@H]3N(Cc4ccccc4)c4ccccc4[C@]23C[C@H]1C(=O)OC,-2.3,i,-30%,?,-17%,0.6%,0%,-11%,i
O=C1OCCN1C(=O)[C@H]1[C@H](c2ccc(Cl)cc2)C(c2ccccc2)=NN1c1ccccc1,-1.3,i,-11%,-8%,-20%,3.8%,?,3%,/
C=CCN1C(=O)c2ccc(C(=O)OCC(=O)N(CC)c3c(N)n(Cc4ccccc4)c(=O)[nH]c3=O)cc2C1=O,1.3,i,-2%,9%,10%,0.4%,/,-2%,i
Clc1ccc(Sc2oc(/C=N/n3cnnc3)cc2Br)cc1,-2.5,i,-20%,0%,9%,13%,-3%,-3%,i
CCOc1ccccc1NC(=O)COC(=O)c1c[nH]c2ccccc12,0.1,i,-15%,6%,-27%,5.8%,2%,-9%,?
CC(=O)c1cccc(NC(=O)[C@@H](NC(N)=O)C(C)C)c1,-1.4,i,1%,2%,4%,-0.5%,1%,1%,i
COc1ccc(/C=C(\C#N)C(=O)Nc2ccccn2)cc1,0.2,i,4%,7%,-6%,-0.3%,1%,3%,i
COc1ccc([N+](=O)[O-])cc1NS(=O)(=O)c1cccc(C(=O)O)c1,-1.6,i,28%,4%,6%,-0.2%,0%,-10%,i
CC(C)(C)S(=O)N1Cc2cc(CO)cc(CCO)c2[C@H]1CCO (some centres undefined),-0.7,i,1%,19%,8%,-1.3%,/,2%,i

A draw from above in order of heavy-atom count, smallest number first:
SMILES,CCT chaperon mod,Akt phos inh,HepG2 viability,TGFb SMAD3 inh,Nrf2 inh,Nrf2 activator,Mm-Cpn inhibitor,A549 tox,ATXN viability
Clc1ccc(Sc2oc(/C=N/n3cnnc3)cc2Br)cc1,-2.5,i,-20%,0%,9%,13%,-3%,-3%,i
COc1ccc([N+](=O)[O-])cc1NS(=O)(=O)c1cccc(C(=O)O)c1,-1.6,i,28%,4%,6%,-0.2%,0%,-10%,i
CCOc1ccccc1NC(=O)COC(=O)c1c[nH]c2ccccc12,0.1,i,-15%,6%,-27%,5.8%,2%,-9%,?
O=C1OCCN1C(=O)[C@H]1[C@H](c2ccc(Cl)cc2)C(c2ccccc2)=NN1c1ccccc1,-1.3,i,-11%,-8%,-20%,3.8%,?,3%,/

(next part)
SMILES,CCT chaperon mod,Akt phos inh,HepG2 viability,TGFb SMAD3 inh,Nrf2 inh,Nrf2 activator,Mm-Cpn inhibitor,A549 tox,ATXN viability
CCOC(=O)N1CCN(C(c2ccc(F)cc2)c2sc3nc(C)nn3c2O)CC1 (centres undefined),0.5,i,-12%,2%,4%,-0.2%,-2%,7%,i
CCC(C)(C(=O)Nc1ccccc1C)N(C(=O)CNC(C)=O)c1ccc(C)cc1 (centres undefined),-1.3,i,5%,-1%,-2%,-0.3%,0%,1%,i
Cc1nn(Cc2n[nH]c(=S)n2Cc2ccccc2)c(C)c1Cl,0.9,i,-13%,18%,-10%,-0.5%,4%,1%,i
CCCCCCn1c(CN2CCN(Cc3ccccc3)CC2)nc2c1c(=O)n(C)c(=O)n2C,1.1,i,-1%,-1%,?,0.5%,-1%,-11%,?
